MazF activator: increases E. coli MazEF RNase cleavage of RNA | P0AE70 | FAM/BHQ RNA-DNA oligo cleavage fluorescence, 5 h | activation, % at 20 µM | 350,000 compounds, 0.32% hits; in the data active means activation above about 50%
PriA SSB inh: K. pneumoniae PriA-SSBct interaction inhibition. AlphaScreen SSBct-PriA binding, biotinylated peptide. inhibition, % at 33 µM. 430,000 compounds, 0.6% hits. AID 1272365; in the data active means inhibition mostly above about 37%, no sharp cut-off; inactive means mostly below about 20%;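 further: plate controls were negative control peptide for no effect and reference peptide for full effect; strong numbers were not always called active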
TcdB GH inh: TcdB glycohydrolase inhibition; TcdB glycohydrolase enzymatic assay, plate reader; 350,000 compounds, 0.24% hits; inhibition, % at 9.99 µM; P18177; in the data active means inhibition above about 10%
Anthrax LF prot: inhibitors of Bacillus anthracis lethal factor protease; inhibition, % at 10 µM; multiplex microsphere protease cleavage assay, LF; P15917; AID 588501; 360,000 compounds, 0.12% hits; in the data active means inhibition above about 30%; inconclusive means no clear call, values can overlap the other calls; further: plate controls were buffer without enzyme for full effect and enzyme alone for no effect
Target sequence (P15917 whole entry, looked up): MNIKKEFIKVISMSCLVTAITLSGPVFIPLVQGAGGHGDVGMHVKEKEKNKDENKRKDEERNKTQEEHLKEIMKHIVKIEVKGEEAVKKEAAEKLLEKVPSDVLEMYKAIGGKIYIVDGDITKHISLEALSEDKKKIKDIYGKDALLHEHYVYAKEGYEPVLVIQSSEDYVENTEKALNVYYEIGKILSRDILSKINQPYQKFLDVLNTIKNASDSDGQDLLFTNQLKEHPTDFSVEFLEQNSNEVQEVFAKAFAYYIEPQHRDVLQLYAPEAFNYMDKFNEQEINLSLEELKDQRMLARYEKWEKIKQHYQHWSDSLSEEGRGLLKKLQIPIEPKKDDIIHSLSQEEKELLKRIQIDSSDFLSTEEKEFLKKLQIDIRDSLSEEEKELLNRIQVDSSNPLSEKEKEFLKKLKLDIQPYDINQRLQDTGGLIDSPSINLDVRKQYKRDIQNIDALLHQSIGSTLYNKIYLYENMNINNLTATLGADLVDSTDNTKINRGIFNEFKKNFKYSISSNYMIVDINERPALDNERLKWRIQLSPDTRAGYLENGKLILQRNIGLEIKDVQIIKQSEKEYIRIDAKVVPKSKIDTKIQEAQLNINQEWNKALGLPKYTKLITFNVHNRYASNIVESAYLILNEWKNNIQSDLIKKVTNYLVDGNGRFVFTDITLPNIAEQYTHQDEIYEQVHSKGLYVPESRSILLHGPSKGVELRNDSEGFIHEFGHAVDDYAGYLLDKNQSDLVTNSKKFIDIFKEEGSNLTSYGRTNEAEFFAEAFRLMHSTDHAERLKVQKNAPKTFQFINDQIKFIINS
PfHsp40 yeast: compounds rescuing yeast from Plasmodium falciparum HSP40 toxicity; growth rescue, % at 12.5 µM; AID 504582; 340,000 compounds, 0.68% hits; S. cerevisiae expressing PfHsp40, growth rescue, ATP luminescence; in the data active means growth rescue above about 28%, passing the limit was not always enough; inconclusive means no clear call, values can overlap the other calls;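 further: yeast W303a lacking pdr1 and pdr3 grown in galactose medium; growth measured after three days at 30 °C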
DUSP3 inh: inhibitors of human VHR1 phosphatase (DUSP3). P51452. inhibition, % at 13.3 µM. recombinant VHR phosphatase, pNPP absorbance. 290,000 compounds, 0.52% hits; in the data active means inhibition above about 50%; further: some compounds called inactive have numbers as strong as hits
Target sequence (P51452 whole entry, looked up): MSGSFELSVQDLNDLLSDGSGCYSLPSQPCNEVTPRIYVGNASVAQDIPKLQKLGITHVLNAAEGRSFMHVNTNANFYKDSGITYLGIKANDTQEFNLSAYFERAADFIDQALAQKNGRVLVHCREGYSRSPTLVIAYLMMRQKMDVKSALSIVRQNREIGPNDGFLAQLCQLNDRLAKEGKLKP
3CLpro inhibitor: SARS-CoV 3CLpro protease inhibition; recombinant SARS-CoV 3CLpro, quenched FRET peptide cleavage; inhibition, % at 6 µM; 290,000 compounds, 0.14% hits; AID 1706; in the data active means inhibition above about 12%
Yp Topo-I inh: inhibitors of Yersinia pestis topoisomerase I; 360,000 compounds, 0.064% hits; activity, % at 10 µM; Y. pestis Topo-I cleavage product accumulation, plate reader; AID 504884; in the data active means activity above about 50%, passing the limit was not always enough; inconclusive means no clear call, values can overlap the other calls; further: inactives centre near 2
Rv3671c protease: inhibitors of M. tuberculosis serine protease Rv3671c; P9WHR9; inhibition, % at 5.96 µM; 320,000 compounds, 0.048% hits; AID 2606; in the data active means inhibition above about 38%;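 further: extracellular domain of Rv3671c used as enzyme; 0% = enzyme with DMSO and 100% = no enzyme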
Vc quorum ag: quorum light induction in luxS cqsA deficient V. cholerae. 350,000 compounds, 0.16% hits. AID 588436. activation, % at 18.7 µM. V. cholerae BH1578 lux reporter, luminescence, 6 h; in the data active means activation mostly above about 9.7%, no sharp cut-off; inconclusive means no clear call, values can overlap the other calls; inactive means mostly below about 3.7%; further: not every result past the cut was called active; inactives centre near 0; reference of the scale not given here
Active calls of the source: *; i = inactive; u = inconclusive; x = not tested or not shown; & = joins results of further samples. These rows are one share of the data; count on the stated rates, not on these rows.

SMILES	MazF activator	PriA SSB inh	TcdB GH inh	Anthrax LF prot	PfHsp40 yeast	DUSP3 inh	3CLpro inhibitor	Yp Topo-I inh	Rv3671c protease	Vc quorum ag
Nc1c(Br)cc(Br)c(N2CCCC2=O)c1Br	8	-22	x	-4	-2.8	15	3	0	-17	2.2
CC(=O)Nc1ccc(S(=O)(=O)N2C3CCCC2CC(NC(=O)C2CCCCC2)C3)cc1 (stereo unspecified)	0	4	x	-4	0.0	2	2	-1	3	-2.9
CC(=O)Nc1ccc(Oc2ccccc2)cc1	-1	-8	1.0	-11	1.9	22	2	2	15	-0.6
CC(=O)NCCCc1nc2ccccc2n1Cc1ccccc1C	8	-19	x	0	-1.4	0	-4	4	-1	i
CCCn1c(SCC(=O)NCc2ccc(Cl)cc2)n[nH]c1=O	2	-7	-1.7	-1	0.4	36	1	-3	1	-0.1
C[C@H](CO)N1C[C@H](C)[C@H](CN(C)S(=O)(=O)c2cccc(F)c2)Oc2ncc(-c3cccc(C(=O)N(C)C)c3)cc2C1=O	4	x	-7.7&-3.7&-3.2	-3	x	x	x	-1	x	-0.2
COc1cc(CC(NC(C)=O)C(=O)NC2CCN(c3c(Cc4ccccc4)c(C)nc4ncnn34)CC2)cc(OC)c1 (stereo unspecified)	8	-10	x	-2	-0.3	37	-3	18	8	-0.7
O=C(Nc1oc2ccccc2c(=O)c1-c1ccc(Br)cc1)c1ccco1	-8	-19	0.0	-3	1.7	-4	2	-7	-7	-0.4
O=C(CCN1C(=O)C2C3C=CC(C4CC34)C2C1=O)Oc1ccccc1 (stereo unspecified)	4	-9	0.0	0	0.3	10	-6	-9	-2	1.0
COc1ccc(C(=O)COC(=O)[C@@H](NS(=O)(=O)c2ccccc2)C(C)C)cc1	-4	-7	-0.4	-2	1.5	x	x	15	2	16
CCn1c2c(c(=N)c3c1CCC3)CCCC2	8	-17	-0.2	-19	x	13	0	-8	2	0.5
Cc1nc2c(cc1NC(=O)c1ccccc1)nc(C)n2Cc1ccccc1	6	-2	1.2	-1	1.0	9	-9	2	1	i
CC(=O)c1ccc(OC(=O)c2nc(-c3ccccc3)oc2C)cc1	3	-2	0.5	13	-0.7	17	-1	2	-15	-0.3
CC1CN(O)C2CCc3c(no[n+]3[O-])C12O (stereo unspecified)	-2	-6	x	-2	-0.4	-10	-2	-1	5	i
c1ccc(Oc2nc(-c3cccnc3)nc3ccccc23)cc1	1	-3	-0.4	6	0.5	13	3	0	-2	-0.3
O=C(NC1CCCCC1)C(c1cccs1)N(C(=O)Cc1c[nH]c2ccccc12)c1ccc(F)cc1 (stereo unspecified)	-4	7	x	u	0.4	21	-1	-1	-6	-0.3
CCC1CCCCN1CCCNC(=O)c1ccc2c(=O)n(Cc3ccc(OC)cc3)c(=O)[nH]c2c1 (stereo unspecified)	27	-9	x	3	0.1	-15	5	-12	-9	-0.4
N/C(=N\OC(=O)c1ccco1)c1cccnc1	-6	x	-0.5	-3	-0.1	2	4	8	3	-0.2
O=C(NC(=S)NNC(=O)c1ccccc1F)c1cccnc1	13	0	15*	-1	x	10	-8	1	26	i
O=C(CCN1CCc2ccccc2C1)Nc1ccc(F)c(F)c1	-11	-5	0.3	-6	-0.5	6	7	2	1	-0.2
COC(=O)C1=C/CCCN(C(c2ccccc2)c2ccccc2)/C=C\1C(=O)OC	0	x	-9.9	-2	x	x	x	5	x	2.9
COc1ccc(/C=N/NC(=O)C2c3ccccc3-c3ccccc32)cc1	-3	x	1.3	-2	-0.8	-2	9	-2	-46	-0.4
Cc1ccc(NC2CCCN(C(=O)CCC(=O)c3ccccc3)C2)cc1C (stereo unspecified)	8	31	-0.9	1	1.2	-2	6	31	x	-0.3
COc1ccccc1CNC(=O)C1CCCN(S(C)(=O)=O)C1 (stereo unspecified)	0	-15	1.4	-4	-1.1	7	-1	1	2	-0.6
CC(=O)Nc1ccc(NC(C)=O)c(NC2OCC(O)C(O)C2O)c1 (stereo unspecified)	2	-16	0.8	x	-1.5	12	-1	-1	-4	-0.5
CCN(CC)S(=O)(=O)c1ccc(N2CCN(S(=O)(=O)c3ccc4c(c3)OCCO4)CC2)nc1	-3	-15	x	-10	1.5	4	1	-1	-2	i
Cc1noc(C)c1S(=O)(=O)N1CCC(C(=O)N2CCN(C(=O)c3ccco3)CC2)CC1	10	-18	x	0	-0.6	17	2	2	8	i
O=C(COC(=O)c1ccccn1)NCc1ccccc1Cl	-2	3	0.4	-2	1.8	4	2	-1	3	i
CCCS(=O)(=O)c1c(S(=O)(=O)CCC)c2c(N)cccn2c1C(=O)c1ccc(F)cc1	-3	8	x	-4	-0.7	7	6	12	2	i
Cc1c(NC(=S)NC(=O)CCc2ccccc2)c(=O)n(-c2ccccc2)n1C	-2	-7	0.5	5	-0.8	1	1	-7	5	-0.6
CCOC(=O)C1=C(COC(=O)C(C)(C)Oc2ccc(Cl)cc2)NC(=O)NC1C (stereo unspecified)	0	3	2.4	-11	-0.4	x	x	4	-1	0.4
COc1ccc(-c2cn3c(C)c(C(=O)N4CCc5ccccc5C4)sc3n2)cc1	0	-6	x	4	0.4	21	1	40	-10	-0.3
O=C(Cc1ccc(NC(=O)C2CCN(C(=O)c3ccccc3)CC2)cc1)Nc1ccc(C(=O)N2CCOCC2)cc1	3	-9	-4.2	3	0.1	x	x	9	x	i
CC(C)c1ccc(CSc2ccc(S(=O)(=O)N3CCOCC3)cn2)cc1	2	-2	0.1	3	-0.9	x	x	14	-2	-0.3
CCCCOC(=O)Nc1nnc(C(C)C)s1	-8	-16	-0.3	-7	-0.4	-8	2	-4	7	i
COc1ccc(CCNc2ccncn2)cc1OC	1	-23	x	0	1.5	23	-3	-10	10	i
O=C(Cn1nnc(-c2ccccc2F)n1)N1CCCCC1	1	4	0.0	-2	1.6	5	-2	7	-4	-2.3
Cc1oc(-c2ccccc2)cc1C(=O)Nc1ccccc1	1	-15	x	-3	0.8	13	4	-5	-6	17*
CCOC(=O)c1ccc(NS(=O)(=O)c2ccc3[nH]c(=O)[nH]c3c2)cc1	8	-15	x	u	-0.4	6	1	5	-6	-0.3
CC(OC(=O)Cc1c[nH]c2ccccc12)C(=O)Nc1ccc(S(N)(=O)=O)cc1 (stereo unspecified)	4	6	1.5	-1	-0.2	x	x	-4	4	i
CC(OC(=O)c1cccc(S(=O)(=O)Nc2cccc(C(F)(F)F)c2)c1)C(=O)Nc1ccc2c(c1)OCCO2 (stereo unspecified)	0	9	1.4	-5	2.0	-4	7	-3	-111	i
CC1Sc2ccc(S(=O)(=O)CCC(=O)NCc3cccs3)cc2NC1=O (stereo unspecified)	8	-1	0.4	4	0.6	-3	5	-7	7	2.6
CCn1c(SCC(=O)Nc2nncs2)nnc1C(C)NC(=O)c1ccccc1Br (stereo unspecified)	7	-10	-0.2	3	-0.5	21	-6	0	1	-0.2
COc1cccc(/C=C/C(=O)OCC(=O)NCCNC(=O)COC(=O)/C=C/c2cccc(OC)c2)c1	-1	-3	1.4	0	-0.1	x	x	2	-9	i
CCOC(=O)N1CCN(C(=O)c2ccc(NS(=O)(=O)c3ccc(F)cc3)cc2)CC1	12	0	x	-4	1.0	-7	-6	3	-2	-0.2
Cc1ccc(-c2nc(CSCC(=O)N3CCN(c4ccccn4)CC3)c(C)o2)cc1	7	1	0.4	-5	7.6	15	-1	3	-4	i
CCCc1ccc(Oc2coc3cc(OCC(=O)Nc4ccccc4C)ccc3c2=O)cc1	5	-1	0.4	-4	0.0	17	4	-8	-6	-0.3
C(=C\c1ccco1)/c1ccc2ccccc2n1	5	-4	-5.0	-19	x	18	3	-8	3	i
COc1cccc(C(=O)N2CCN(Cc3nc(CC4CC4)no3)CC2)c1	-1	-2	2.1	6	-0.7	0	3	5	7	0.1
Cc1cc(NC(=O)CN2CCOCC2)n(-c2nc3ccccc3s2)n1	3	-19	x	x	x	-3	-2	x	-4	x
O=c1c2cc(NC(=S)NCc3cccnc3)ccc2nc2n1CCCCC2	5	-14	3.1	0	-0.8	18	-1	-8	-5	-0.2
CC(=O)c1cccc(NC(=O)CN2CCc3cc4c(cc3C2)OCCCO4)c1	-5	10	-1.2	3	-0.5	9	-3	12	-7	-0.8
COc1cc2cc(CCOC(=O)CCCC(=O)O)oc(=O)c2cc1OC	0	-12	0.1	-4	-0.3	x	x	-2	6	1.1
CC1CCN(S(=O)(=O)c2ccc3ncn(CC(=O)N(C)Cc4ccccc4)c(=O)c3c2)CC1	0	-12	x	2	0.9	11	-4	4	-1	-18
CCOC(=O)C(C(=O)Nc1nccs1)C1CCCCC1 (stereo unspecified)	5	-22	x	-6	-1.2	36	-3	5	2	i
COc1ccc(S(=O)(=O)NCC2CCC(C(=O)NCc3ccco3)CC2)cc1 (stereo unspecified)	3	-8	x	1	-1.2	12	-1	0	-5	0.0
O=C(CCN1C(=O)c2ccccc2C1=O)C1=NN[C@@H]2C(=O)N(c3ccc4c(c3)OCO4)C(=O)[C@H]12	1	-2	-0.7	-6	x	1	2	6	5	1.4
Nc1nc2nonc2nc1N1CCCCC1	-13	-16	x	0	-0.7	8	0	0	2	-0.7
CCN(CC)S(=O)(=O)c1cccc(NC(=O)CN(C)Cc2cccc(OC)c2)c1	7	-6	2.0	5	0.5	21	3	24	-1	-0.3
Cc1nc(NC(=O)c2ccco2)sc1-c1csc(Nc2ccc(Cl)cc2Cl)n1	-17	5	1.0	0	2.2	8	5	-12	1	i

Single values from the list:
Value of CCN(CC)S(=O)(=O)c1cccc(NC(=O)CN(C)Cc2cccc(OC)c2)c1 in MazF activator: 7
Value of CCCc1ccc(Oc2coc3cc(OCC(=O)Nc4ccccc4C)ccc3c2=O)cc1 in Yp Topo-I inh: -8
Value of Nc1nc2nonc2nc1N1CCCCC1 in Anthrax LF prot: 0

(listing goes on)
SMILES	MazF activator	PriA SSB inh	TcdB GH inh	Anthrax LF prot	PfHsp40 yeast	DUSP3 inh	3CLpro inhibitor	Yp Topo-I inh	Rv3671c protease	Vc quorum ag
CCn1nc([N+](=O)[O-])c2c(-c3nc4ccccc4o3)c(N)n(CCCOC)c2c1=O	8	-5	2.2	-9	1.2	-2	1	4	2	1.1
CC(=O)c1cc(N2CCC(C(=O)O)CC2)ccc1[N+](=O)[O-]	1	-9	-1.3	-4	-1.3	7	1	2	-3	-0.2
O=C(CNC(=O)c1ccccc1)NCCc1nc2ccccc2[nH]1	2	-8	x	3	-1.3	22	-2	4	5	i
CCOC(=O)c1c(CN(CC)CC)oc2cc(Br)c(O)cc12	-6	3	-0.1	-7	0.9	17	1	1	-6	0.1
Cc1cccc(N=C2NC(=O)CS2)c1	-5	-2	x	0	-1.7	33	-4	5	-1	x
Cc1ccc(F)cc1NC(=O)N1CCCN(c2ccc(C(F)(F)F)cn2)CC1	11	5	2.5	-12	-0.2	12	1	-9	12	-0.4
COc1ccc(CCNC(=O)c2cc(-c3ccc(C)cc3O)n[nH]2)cc1OC	7	-1	x	3	0.7	-4	-2	1	2	i
CCc1ccc(N2CC(O)=C(c3nc4ccccc4c(=O)[nH]3)C2=N)cc1	25	-12	2.4	-6	-0.3	-8	-2	0	2	i
Cc1nn(-c2ccccc2C(=O)O)c(=O)c2ccccc12	-1	4	x	-3	-0.2	22	4	-1	-1	-0.2
NC(=O)c1ccc(Oc2ccc(Cl)c3ccccc23)c([N+](=O)[O-])c1	15	-7	x	-1	-0.4	-5	5	-8	-5	-0.3
CC(C)CCNC(=O)c1c[nH]c2ccc(S(=O)(=O)N3CCC4(CC3)OCCO4)cc2c1=O	-1	1	x	3	-1.4	-5	-6	2	-24	0.1

Assay outcomes deposited in PubChem by several laboratories.
